Bioassay records deposited in PubChem by National Center for Advancing Translational Sciences (NCATS).
IL1B secr inh: inflammasome signaling inhibition, IL-1 beta readout; THP-1 LPS/ATP IL-1B secretion, AlphaLISA, 16 h; stronger effect = lower value; AID 743279; activity change, % at 57.5 µM; actives 4.7% (n = 360,000); in the data active means activity change below about -50%; inconclusive means mostly about -30% to -49%; further: on the % scale 0 is the no-effect control and ±100 the full control effect
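Secreted IL-1B measured by AlphaLISA bead assay after 16 h compound exposure of THP-1 cells; compounds (final up to 57.5 uM) added 1 h before LPS (250 ng/mL) and ATP (1.25 mM) stimulation; lower signal means less secretion.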
SW480 rereplic: induces DNA re-replication in SW480 colon adenocarcinoma cells; SW480 DNA re-replication, Hoechst DNA content imaging, 48 h; AID 624297; actives 1.8% (n = 340,000); Potency, µM (titrated, usually from 46.1 µM), without a hit: at the top dose re-replication activation, hits mostly activators; further: potency means the concentration at half of the fitted maximal effect; % of control where 0% means no effect; nearly all actives have a fitted effect of over 55% in size
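Quantitative HTS format with DMSO vehicle controls; 48 hr drug incubation at 37 C, then 40 min Hoechst staining and scanning imager measurement at 405 nm excitation.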
ATXN2 expr inh: ATXN2 expression inhibition; Potency, µM (highest dose often 57 µM), for inactives: top-dose activity change, negative = inhibition, most hits filed as inhibitors; HEK-293 ATXN2-luciferase reporter, luminescence, 24 h; actives 0.72% (n = 360,000); further: potency means the concentration at half of the fitted maximal effect; on the % scale 0 is the no-effect control and ±100 the full control effect; nearly all actives have a fitted effect of over 55% in size
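ATXN2-luciferase reporter cells (luciferase flanked by upstream and downstream ATXN2 gene portions) were treated 24 h at 37 °C with compounds at up to 57 uM. SteadyGlo luminescence gave expression; GF-AFC fluorescence gave viability.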
HT1080-NT tox: kills 2HG-producing HT-1080-NT fibrosarcoma cells. HT-1080-NT fibrosarcoma viability, CellTiter-Glo ATP luminescence, 48 h. Potency, µM (doses to about 46.1 µM), for inactives: at the highest dose activity, negative = less viability, hits mostly cytotoxic. actives 1.6% (n = 360,000). AID 686970;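 further: NT is the 2HG producing partner of a matched IDH1 knockdown line; potency means the concentration at half of the fitted maximal effect; 0% = DMSO-treated cells and -100% = media-only wells without cells; nearly all actives have a fitted effect of over 55% in size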
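Toxicity toward the 2HG-producing NT line was scored as %Activity, normalised to DMSO and no-cell wells, from CellTiter-Glo luminescence after 48 hours' treatment.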
HT1080 IDH1KD tx: HT-1080 IDH1 knockdown cell toxicity (counter line). Potency, µM (series often up to 46.1 µM), without a hit: top-dose activity, negative = toxicity, actives largely listed as cytotoxic. AID 686971. actives 2% (n = 360,000). HT-1080 IDH1 knockdown viability, ATP luminescence, 48 h;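 further: potency means the concentration at half of the fitted maximal effect; 0% = DMSO wells and -100% = cell-free medium wells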
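% activity derives from luminescence (CellTiter-Glo), normalised to DMSO and no-cell wells. HT-1080-IDH1KD cells, 750/well, had 48 h compound exposure at 37 °C.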
KB-3-1 tox: kills parental KB-3-1 adenocarcinoma cells | KB-3-1 viability, CellTiter-Glo ATP luminescence, 72 h | Potency, µM (top dose mostly 46.1 µM), for the others: at the highest dose activity change, negative = cytotoxic, actives largely listed as cytotoxic | actives 1.4% (n = 400,000); further: potency means the concentration at half of the fitted maximal effect; on the % scale 0 is the no-effect control and ±100 the full control effect; nearly all actives have a fitted effect of over 60% in size
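Cytotoxicity measured as CellTiter-Glo luminescence after 72 h at 37 C. Compound titrations were pinned onto drug-naive KB-3-1 parental adenocarcinoma cells grown in DMEM with 10% FBS, and normalized data fitted to concentration-response curves.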
HepG2 tox: HepG2 cytotoxicity, counter-screen for TGF-b inhibitors. HepG2 CAGA-GFP viability, ATP luminescence, 18 h. Potency, µM (top dose mostly 46.1 µM), for the others: top-dose activity change, negative = cytotoxicity, most hits filed as cytotoxic. actives 0.76% (n = 410,000); further: potency means the concentration at half of the fitted maximal effect; some results filed as inactive show a strong effect at the top dose
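CellTiter-Glo luminescence gave cytotoxicity after 18 hours at 37 degrees C. The cells were HepG2 CAGA-GFP in 1% FBS DMEM, stimulated with 500 pg/mL TGF-beta after compound addition. %Activity was normalised to no-cell wells (complete cell-killing) and DMSO (no toxicity), and curves were fitted and classified.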
ATXN viability: reduces viability in counter-screen for ATXN expression inhibitors. Potency, µM (doses to about 56.7 µM), most hits filed as cytotoxic. actives 0.49% (n = 400,000). S2 cells (HEK-293 line with an ATXN2-luciferase reporter) viability, CellTiter-Fluor protease fluorescence, 24 h. AID 651635; further: potency means the concentration at half of the fitted maximal effect; nearly all actives have a fitted effect of over 40% in size
MCF10A rereplic: induces DNA re-replication in MCF 10a normal breast cells; MCF 10A DNA re-replication, Hoechst nuclear intensity, 48 h; Potency, µM (highest dose often 46.1 µM), inactives show at the top dose activity, positive = re-replication, actives largely listed as activators; actives 2.9% (n = 350,000); further: potency means the concentration at half of the fitted maximal effect; % of control where 0% means no effect; nearly all actives have a fitted effect of over 50% in size
The depositor's hits bear a star; i = inactive; ? = inconclusive; . = not tested or not shown; & = joins results of further samples; [ ] = remark or other dose. Unless noted, the call rests on the fitted dose curve; in most records, active means well fitted curve in the direction sought with a large enough effect; inconclusive means small, poorly fitted or top-dose-only effect, or another doubt; inactive means no such curve, though single readings can be large; an effect the other way counts as inactive or inconclusive.

SMILES	IL1B secr inh	SW480 rereplic	ATXN2 expr inh	HT1080-NT tox	HT1080 IDH1KD tx	KB-3-1 tox	HepG2 tox	ATXN viability	MCF10A rereplic
COc1cccc(CNC(=O)C2CCCN(c3nn4c(=O)cc(C)nc4s3)C2)c1OC (configuration not stated)	-14	3%	10%	-3%	0%	10%	-3%	i	-2%
COC(=O)CSc1nc(C)cc(Oc2ccccc2)n1	10	-11%	3%	-10%	-6%	-1%	-14%	i	0%
CC12CCC(C(=O)NCc3cccnc3)(OC1=O)C2(C)C (configuration not stated)	15	0%	5%	10%	9%	11%	1%	i	-12%
Cc1ccc(C(=O)COC(=O)CNC(=O)CN2C(=O)c3ccccc3C2=O)cc1	16	-3%	4%	21%	23%	20%	13%	i	-8%
CCOc1ccc(NC(=O)CSc2ncn[nH]2)cc1	-3	0%	4%&1%	1%	4%	-4%&13%	-4%&-33%	i	5%
CCCCC(=O)Nc1nnc(SCC(=O)NC2CCCC2)s1	22	-1%	0%	19%	4%	0%	-8%	i	9%
CCOC(=O)CSC1=C(C#N)C(c2ccc(Cl)cc2)CC(=O)N1 (configuration not stated)	-5	9%	-12%	-10%	-5%	-18%	-16%	i	2%
CCc1noc(C)c1C(=O)OCC(=O)c1ccccc1OC	-12	0%	25%	14%	1%	6%	0%	i	17%
O=c1c(N=Nc2ccccc2)c[nH]n1-c1ccccc1	6	.	.	1%	11%	-14%	-28%	i	.
Cc1ccc(CC(=O)Nc2nc3ccccc3s2)cc1	-11	3%	45%[activator]	-14%	-14%	2%	-3%	i	16%
Cc1cccn2c(=O)c3cc(C(=O)NCC4CCCO4)c(=N)n(CCN4CCOCC4)c3nc12 (configuration not stated)	-51*	16µM*	-10%	1%	-7%	4%	-3%	i	15µM*
COC(=O)[C@H](Cc1ccccc1)NS(=O)(=O)c1ccc(F)cc1Br	56	-3%	0%	9%	6%	21%	-9%	i	0%
CC(=O)c1ccc(OCc2c(-c3ccccc3)nnn2CC(=O)NS(=O)(=O)c2ccccc2C)cc1	40	.	3%	?	28%	0%	-4%	i	.
CN(C)S(=O)(=O)N1CCC(Oc2cccc(C(=O)N3CCCCCC3)c2)CC1	8	-6%	-1%	-10%	0%	.	9%	?	3%
CCCC1(C)C(C#N)C(=O)NC(=O)C1C#N (configuration not stated)	14	-7%	5%	1%	4%	0%	1%	i	-4%
CCSc1ncc(C#N)c(=O)[nH]1	17	-3%	1%	0%	-4%[9.24 µM]	5%	3%	i	7%
CC(=O)c1c(C(C)=O)c(C)n(NC(=O)c2ccc(Cl)cc2)c1C	5	-1%	-4%	-5%	-7%	-3%	1%	i	0%
NC(c1ccccc1)c1csc(Nc2ccc(C(=O)c3ccccc3)cc2)n1 (configuration not stated)	?	.	-19%	?	?	0%	-100%	i	.
CC(C)(C)C(=O)/C=c1\s/c(=C\c2ccc(-c3ccc([N+](=O)[O-])cc3)o2)c(=O)n1CC(=O)NC(N)=O	40	?	-6%	-20%	-15%	?	3%	.	?
CCn1c(SCC(=O)c2c[nH]c3ccccc23)nnc1-c1cccs1	35	15µM*	-9%	?	?	16µM*	9%	i	?
Cc1ccc(C(=O)N/C(=C/c2ccco2)C(=O)NCCc2c[nH]c3ccccc23)cc1	-29	2%	11%	0%	-10%	18%	-6%	?	6%
COc1ccccc1C(=O)Nc1cc(Cl)ccc1O	-4	-6%	-3%	-5%	-1%	0%	-59%	i	18%
Cc1ccc2c(c1)C1CN(C)CCC1N2C(=O)c1ccc(Cl)c(S(=O)(=O)N2CCOCC2)c1 (configuration not stated)	-13	-2%	-19%	5%	5%	4%	-22%	i	13%
COc1cc2cc(CN(Cc3nnnn3Cc3ccccc3)CC3CCCO3)c(=O)[nH]c2cc1OC (configuration not stated)	-20	-3%	-8%	1%	3%	9%	1%	i	-2%
O=C(/C=C/c1ccco1)Nc1nc(-c2ccc(F)c(F)c2)cs1	-26	8%	.	-22%	-11%	-21%	-29%	i	6%
SMILES	IL1B secr inh	SW480 rereplic	ATXN2 expr inh	HT1080-NT tox	HT1080 IDH1KD tx	KB-3-1 tox	HepG2 tox	ATXN viability	MCF10A rereplic
N#CC(=C1SC=CS1)c1nc(-c2ccccc2)cs1	-5	-2%	62%[activator]	-1%	2%	1%	-14%	?	14%
CC(C)(C)OC(=O)C[C@@H]1C/C=C\C[C@H](CC(=O)N(CCO)Cc2ccccc2)C(=O)NC[C@@H](c2ccccc2)OC1=O	-23	1%	-3%	-1%	1%	12%	-2%	i	-6%
C=C1CCN([C@H](C(=O)OCc2ccc(C)cc2)C(C)C)S(=O)(=O)c2ccccc21	43	0%	-7%	-17%	-3%	-6%	-26%	i	?
COc1cc(CNC(=O)C2CC2)ccc1OCc1ccccc1	38	8%	21%	-19%	-23%	-23%	-37%	i	0%
COc1cc(NC(=O)CN2CCCN(S(=O)(=O)c3ccc(F)cc3)CC2)cc(OC)c1	.	.	4%	.	.	-19%	6%	i	.
CC(C)(C)c1ccc(C(=O)NN2CCOCC2)cc1	-9	7%	7%	12%	15%	15%	5%	i	-2%
Cc1ccccc1-c1nnc(CN2CCC(C)CC2)o1	-3	-4%	68%[activator]	24%	13%	-2%	-6%	i	0%
Cc1ccc(N2C(=O)c3ccccc3C2Nc2ccccc2F)nc1 (configuration not stated)	42	-12%	1%	10%	-1%	-15%	-4%	i	3%
COc1ccc(C(=O)N2N=C(c3cccc(NS(C)(=O)=O)c3)CC2c2cccs2)cc1 (configuration not stated)	-26	2%	-9%	-16%	?	6%	3%	i	7%
CN(C)c1ccc(/C=C2\Oc3ccc(C#Cc4cccc(N)c4)cc3C2=O)cc1	-18	5.2µM*	32%[activator]	2%	3%	?	-13%	.	4.6µM*
Cc1cc(C)n(-c2ccc(Cl)c(C(=O)O)c2)n1	0	-6%	1%	-4%	20%	-6%	-9%	i	-5%
COc1ccc(C(=O)OCC(=O)NC(C)CCc2ccccc2)cc1 (configuration not stated)	18	-1%	-28%	21%	13%	4%	-10%	i	-16%
CCc1ccc(NC(=O)N2CCN(Cc3nc4ccc(C)cc4o3)CC2)cc1	.	.	-8%	.	.	3%	-34%	i	.
COc1ccc(NC(=O)CN(C)C(=O)c2ccc(COc3ccccc3)o2)cc1	3	-4%	9%	6%	8%	9%	1%	i	0%
CCOC(=O)c1sc(-c2cccs2)nc1C	13	-7%	22%	20%	18%	-4%	16%	i	2%
CC(CC(=O)N1CCN(c2ccccc2F)CC1)c1ccccc1 (configuration not stated)	27	-3%	-6%	-4%	-1%	-2%	-2%	i	?
CCn1c(SCC(=O)NCc2ccco2)nc2c1c(=O)n(C)c(=O)n2C	9	-1%	0%	14%	21%	10%	0%	?	1%
CSc1nc(N)nc2c1ncn2CC(=O)NCC1CCCO1 (configuration not stated)	3	-8%	8%	11%	6%	1%	2%	i	5%
COC(=O)c1cc(S(=O)(=O)NCC2CCN(Cc3ccc(C)cc3)CC2)c[nH]1	-13	?	-10%&-11%	-4%	0%	5%&-1%	-13%&-8%	i	-2%

Structural class, the compounds so far containing a halogen
SMILES	IL1B secr inh	SW480 rereplic	ATXN2 expr inh	HT1080-NT tox	HT1080 IDH1KD tx	KB-3-1 tox	HepG2 tox	ATXN viability	MCF10A rereplic
CCOC(=O)CSC1=C(C#N)C(c2ccc(Cl)cc2)CC(=O)N1 (configuration not stated)	-5	9%	-12%	-10%	-5%	-18%	-16%	i	2%
COC(=O)[C@H](Cc1ccccc1)NS(=O)(=O)c1ccc(F)cc1Br	56	-3%	0%	9%	6%	21%	-9%	i	0%
CC(=O)c1c(C(C)=O)c(C)n(NC(=O)c2ccc(Cl)cc2)c1C	5	-1%	-4%	-5%	-7%	-3%	1%	i	0%
COc1ccccc1C(=O)Nc1cc(Cl)ccc1O	-4	-6%	-3%	-5%	-1%	0%	-59%	i	18%
Cc1ccc2c(c1)C1CN(C)CCC1N2C(=O)c1ccc(Cl)c(S(=O)(=O)N2CCOCC2)c1 (configuration not stated)	-13	-2%	-19%	5%	5%	4%	-22%	i	13%
O=C(/C=C/c1ccco1)Nc1nc(-c2ccc(F)c(F)c2)cs1	-26	8%	.	-22%	-11%	-21%	-29%	i	6%
COc1cc(NC(=O)CN2CCCN(S(=O)(=O)c3ccc(F)cc3)CC2)cc(OC)c1	.	.	4%	.	.	-19%	6%	i	.
Cc1ccc(N2C(=O)c3ccccc3C2Nc2ccccc2F)nc1 (configuration not stated)	42	-12%	1%	10%	-1%	-15%	-4%	i	3%
Cc1cc(C)n(-c2ccc(Cl)c(C(=O)O)c2)n1	0	-6%	1%	-4%	20%	-6%	-9%	i	-5%
CC(CC(=O)N1CCN(c2ccccc2F)CC1)c1ccccc1 (configuration not stated)	27	-3%	-6%	-4%	-1%	-2%	-2%	i	?
